Screening results from PubChem BioAssay.
TbMetRS inhib = blocks T. brucei methionyl-tRNA synthetase activity | purified T. brucei MetRS, ATP depletion, Kinase-Glo luminescence | inhibition, % at 11.9 µM | 360,000 tested, 0.4% active;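 active means inhibition above a per-plate cutoff of the control wells' mean inhibition plus 3 SD, cut at about 5.5% in these data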;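 further: 0% = DMSO wells median and 100% = median of wells with control inhibitor compound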
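Test system – parasite MetRS enzyme · Reagent – substrates ATP, L-methionine and bulk Escherichia coli tRNA · Doses – 11.9 µM compound single dose, 0.9% DMSO · Times – 15 min enzyme-compound preincubation, 2 h reaction, 10 min detection, 25 °C · Signal – Kinase-Glo luminescence, ATP depletion format · Controls – DMSO-only wells as low control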
SKN-1 inh = C. elegans SKN-1 inhibition. C. elegans VP596 Pgst-4::GFP/RFP ratio, acrylamide-induced, 24 h. inhibition, % at 21.8 µM. 360,000 tested, 0.49% active. AID 624304;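 active means interference check ratio from 0.5 to 1.5 plus GFP to RFP signal ratio inhibition reaching or exceeding a fixed threshold, cut at about 30% in these data, passing the limit was not always enough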; further: some compounds called inactive have numbers as strong as hits
SUMO1 PPI mod = SUMO1-SIM interaction modulation; P63165; SUMO1 binding to a labelled peptide, TR-FRET, 1 h; inhibition, % at 20 µM; 360,000 tested, 0.33% active; AID 602429; in the data active means inhibition above about 37%
Neddyl block = blocks human cullin neddylation; P61081+Q13564; TR-FRET cullin neddylation, biochemical; calls only at 25 µM; 360,000 tested, 0.58% active; AID 651699; in the data active means inhibition above about 36%
Scp-1 inhibitor = Scp-1 (human) phosphatase inhibition | Q9GZU7 | Recombinant Scp1, phosphopeptide, malachite green phosphate absorbance | inhibition, % at 20 µM | 340,000 tested, 0.88% active | AID 493091;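 active means inhibition above about 50% at 20 µM, limit read from the data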;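 further: plate controls were DMSO wells with enzyme for no effect and wells lacking enzyme for full effect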
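assay system = SCP-1 phosphatase catalytic domain, residues 76-261 | buffer or medium = 50 mM Tris acetate pH 5.5, 0.005% Tween-20, 10 mM MgCl2 | incubation = enzyme reaction 45 min at room temperature, colour 5 min, stabilisation 30 min | signal = Phosphate-binding colour reagent, absorbance read at 630 nm | measure = % inhibition at 20 µM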
STEP inh = STEP (human) phosphatase inhibition; AID 588621; recombinant STEP, OMFP fluorogenic substrate, fluorescence; P54829; inhibition, % at 20 µM; 360,000 tested, 0.25% active;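 active means inhibition at 20 µM, scaled per plate between control wells, above about 37%, limit read from the data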;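 further: 0% = DMSO with enzyme and substrate and 100% = substrate only without enzyme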
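Material: STEP (striatal-enriched tyrosine phosphatase) enzyme, cell-free; Compound dosing: 20 µM single dose in 1% DMSO; Technique: fluorescence read at 480 nm ex / 540 nm em; Times: reaction 20 min, ambient temperature; Medium: 50 mM Bis-Tris pH 6.0 with 2.5 mM DTT and 0.005% Tween 20; Also added: OMFP at 25 µM.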
CendR NRP1 mod = NRP-1/CendR interaction modulation; FAM-RPARPAR peptide binding to NRP-1, fluorescence polarization; O14786; inhibition, % at 25 µM; 360,000 tested, 0.85% active;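 active means inhibition or corrected inhibition above about 18%, plus a signal ratio from 0.5 to 1.5, limit read from the data, passing the limit was not always enough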; further: strong numbers were not always called active
LMPTP block = blocks human LMPTP phosphatase | P24666 | recombinant LMPTP-A, OMFP fluorogenic substrate, fluorescence intensity | inhibition, % at 20 µM | 360,000 tested, 0.22% active;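 active means compounds that cut the enzyme signal by at least half of the control window in the single-dose screen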;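 further: plate controls were DMSO wells with enzyme plus substrate for no effect and substrate without enzyme for full effect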
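material = LMPTP-A | quantity = 0.625 nM enzyme | reagent = OMFP substrate, 400 µM final | buffer or medium = Bis-Tris pH 6.0, DTT, detergent | detection = endpoint fluorescence intensity from OMFP dephosphorylation | dosing = single 20 µM dose | read-out basis = % inhibition relative to no-enzyme and uninhibited control wells | control set = no-enzyme and uninhibited controls | timing = 50 min at room temperature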
DNMT1 inh = DNMT1 (human) enzyme inhibition; P26358; DNMT1 molecular beacon, Hinp1I cleavage, fluorescence; inhibition (reported as % activation of signal), % at 10 µM; 360,000 tested, 0.83% active; AID 588458; in the data active means inhibition above about 50%
Target sequence (P26358 504-1616 limits assumed): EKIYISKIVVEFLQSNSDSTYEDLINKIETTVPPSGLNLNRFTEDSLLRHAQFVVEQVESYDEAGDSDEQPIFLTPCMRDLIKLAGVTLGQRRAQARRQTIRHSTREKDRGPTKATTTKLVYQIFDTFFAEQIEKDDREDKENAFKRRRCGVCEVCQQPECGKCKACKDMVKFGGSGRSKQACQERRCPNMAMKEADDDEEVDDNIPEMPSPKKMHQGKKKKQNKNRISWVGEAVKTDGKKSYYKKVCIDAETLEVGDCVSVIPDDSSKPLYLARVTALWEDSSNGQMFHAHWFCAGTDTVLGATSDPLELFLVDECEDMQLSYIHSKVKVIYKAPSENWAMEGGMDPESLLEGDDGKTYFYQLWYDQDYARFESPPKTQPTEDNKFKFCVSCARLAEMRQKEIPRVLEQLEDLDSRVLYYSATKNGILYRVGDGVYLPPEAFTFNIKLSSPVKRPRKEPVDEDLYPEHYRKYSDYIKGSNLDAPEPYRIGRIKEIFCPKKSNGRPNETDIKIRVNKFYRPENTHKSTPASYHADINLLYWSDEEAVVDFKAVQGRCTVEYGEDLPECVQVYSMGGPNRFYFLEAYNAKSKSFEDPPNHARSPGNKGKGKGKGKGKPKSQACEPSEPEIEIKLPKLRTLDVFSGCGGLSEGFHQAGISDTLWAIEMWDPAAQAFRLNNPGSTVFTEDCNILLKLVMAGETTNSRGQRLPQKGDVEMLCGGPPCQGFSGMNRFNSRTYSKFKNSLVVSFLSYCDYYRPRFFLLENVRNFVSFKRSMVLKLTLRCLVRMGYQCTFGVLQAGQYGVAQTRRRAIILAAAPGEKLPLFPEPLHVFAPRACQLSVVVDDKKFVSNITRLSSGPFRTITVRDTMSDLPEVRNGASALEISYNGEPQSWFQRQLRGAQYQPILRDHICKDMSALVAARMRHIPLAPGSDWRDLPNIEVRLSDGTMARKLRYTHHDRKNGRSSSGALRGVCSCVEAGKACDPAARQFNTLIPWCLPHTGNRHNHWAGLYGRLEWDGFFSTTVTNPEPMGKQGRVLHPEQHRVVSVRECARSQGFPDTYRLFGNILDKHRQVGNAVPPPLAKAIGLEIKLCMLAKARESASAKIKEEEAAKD
NadD block = inhibitors of Staphylococcus aureus NadD; 360,000 tested, 0.78% active; purified NadD enzyme, colorimetric absorbance read-out; AID 602399; inhibition, % at 20 µM; in the data active means inhibition above about 26%; further: some compounds past the cut are filed as inactive
* hit, by the source's call; i = inactive; / = not tested or not shown; + = active, no number.

TbMetRS inhib	Compound	SKN-1 inh	SUMO1 PPI mod	Neddyl block	Scp-1 inhibitor	STEP inh	CendR NRP1 mod	LMPTP block	DNMT1 inh	NadD block
0.0	Cc1cc(C)c2c(CN3CCN(C/C=C/c4ccccc4)CC3)cc(=O)oc2c1	-11	2	i	-6	2	1	2.0	0	4
-0.1	Cc1ccc(NC(=O)Cc2ccc(Cl)cc2)nc1	15	1	i	-7	-1	-4	-0.7	-6	-3
0.1	c1cnc(N2CCN(c3ccc4ccccc4n3)CC2)nc1	20	11	i	-4	0	0	0.2	-1	-2
0.6	O=C(CN1CCCCCCC1)Nc1cc(Cl)cc(Cl)c1	5	2	i	1	2	4	1.2	4	1
-0.9	O=C(NCc1ccncc1)[C@@H]1CCCN1C(=O)[C@H]1CCCN1C(=O)c1ccccc1	-4	1	i	/	/	0	-2.0	/	1
0.1	Cc1[nH]nc2c1C(c1ccccn1)N(c1ccc(Br)cc1)C2=O (stereo unspecified)	5	-4	i	-6	0	-1	-0.3	2	2
-0.4	COc1ccc(C(=O)N(C)Cc2ccccc2F)cc1S(=O)(=O)N1CCCC1	8	7	i	-4	-4	3	-1.0	3	4
-0.4	Cc1cccc(NC(=O)COC(=O)CCc2c[nH]c3ccccc23)c1C	-13	2	i	-4	5	5	1.1	-1	-9
-0.4	COc1ccc(CSc2ccc(S(=O)(=O)N3CCCCC3)cn2)cc1F	11	-5	i	-2	-1	-5	-0.8	2	3
-0.2	CC1(C)N=C(SCC(=O)Nc2ccccc2)C(c2ccc(Cl)cc2)=N1	2	0	i	-8	-7	7	-0.7	-7	-2
-0.4	Cc1ccc(NS(=O)(=O)c2ccc(-c3ccc(=O)[nH]n3)o2)c(C)c1	-10	-13	i	-5	1	16	-1.5	4	-1
-0.3	CCOc1cc(CO)cc(Br)c1OCC(N)=O	-8	1	i	-5	2	5	-1.0	1	-4
0.0	CCOC(=O)N1CCC(N2CCCC(CO)(Cc3ccccc3C)C2)CC1 (stereo unspecified)	7	1	i	-8	0	-14	0.2	-1	-6
-0.4	C=C1c2ccccc2O[C@H](C(=O)OCC)[C@@H]1C1CCCCC1	-5	7	i	-4	0	-10	1.0	4	0
-0.7	O=C(CN1CCCCC1)Nc1ccccc1NC(=O)CN1CCCCC1	9	-2	i	-7	1	-5	0.4	-25	-11
0.1	COc1ccccc1Cc1c(C(C)(C)C)nc2cc(C)c(Br)c(C)n12	-4	15	i	/	/	0	3.8	/	16
-0.5	Cc1cc(NCCOCCO)n2ncc(-c3ccc(Cl)cc3)c2n1	-10	1	/	-4	-1	7	0.2	-15	1
-1.2	Cc1ncoc1C(=O)N1CCCC(C(=O)c2cccc(C(F)(F)F)c2)C1 (stereo unspecified)	-10	1	i	-9	-1	-9	-1.2	-7	-1
-0.4	COC(=O)c1nc(N)sc1-c1ccccc1	-1	-6	+	-4	1	6	-1.4	0	-4
-0.5	CC(=O)Nc1ccc(S(=O)(=O)N2CCC(C(=O)NCCC(=O)Nc3nccs3)CC2)cc1	-6	-2	i	-5	0	16	-1.6	2	-3
-0.8	CCN(CCCNC(=O)Cn1ncc2c([nH]c3ccc(C)cc32)c1=O)c1cccc(C)c1	-12	2	i	5	0	-2	0.0	42	6
-0.1	CC(O)(c1cccnc1)c1nc(-c2ccc(F)c(Cl)c2)cs1 (stereo unspecified)	30	3	i	/	-3	3	1.4	3	1
0.1	CC(CSc1nnnn1-c1ccccc1)Cn1c(N2CCCC2)nc2c1c(=O)[nH]c(=O)n2C (stereo unspecified)	6	0	i	30	-2	-13	-0.3	-6	-3
-1.1	CC(=O)N(Cc1ccccc1)c1ncc2c(n1)c(=O)c(C#N)c1ccccn12	0	15	i	7	0	16	1.0	0	-4
-0.3	CC(C)NC(=O)c1ccc(N(Cc2ccc(Cl)cc2)S(C)(=O)=O)cc1	-1	-2	i	-12	1	14	-1.9	-1	-6
-0.3	CSC1=NCCN1S(=O)(=O)c1ccccc1	2	12	i	-6	-5	10	-0.2	0	-1
-0.5	COc1ccc(S(=O)(=O)N(C)C[C@H]2Oc3c(NC(=O)Nc4ccccc4)cccc3C(=O)N([C@H](C)CO)C[C@@H]2C)cc1	13	4	i	-12	0	17	-0.6	0	4
-1.3	Cc1ccc(/C=N/NC(=O)c2ccccn2)s1	19	-18	i	-7	-2	0	-1.0	-3	0
-1.3	O=C(Nc1cc(Cl)ccc1N1CCOCC1)c1cnccn1	16	2	i	5	-1	6	-0.2	-1	-1
-0.4	CC(CC(=O)N(CCC1=CCCCC1)c1c(N)n(Cc2ccccc2)c(=O)[nH]c1=O)c1ccccc1 (stereo unspecified)	-14	-3	i	-1	0	-7	2.9	30	2

Six structures already listed, arranged by length of the SMILES, highest first.
TbMetRS inhib	Compound	SKN-1 inh	SUMO1 PPI mod	Neddyl block	Scp-1 inhibitor	STEP inh	CendR NRP1 mod	LMPTP block	DNMT1 inh	NadD block
-0.4	CC(CC(=O)N(CCC1=CCCCC1)c1c(N)n(Cc2ccccc2)c(=O)[nH]c1=O)c1ccccc1 (stereo unspecified)	-14	-3	i	-1	0	-7	2.9	30	2
-0.8	CCN(CCCNC(=O)Cn1ncc2c([nH]c3ccc(C)cc32)c1=O)c1cccc(C)c1	-12	2	i	5	0	-2	0.0	42	6
-1.1	CC(=O)N(Cc1ccccc1)c1ncc2c(n1)c(=O)c(C#N)c1ccccn12	0	15	i	7	0	16	1.0	0	-4
-0.3	CC(C)NC(=O)c1ccc(N(Cc2ccc(Cl)cc2)S(C)(=O)=O)cc1	-1	-2	i	-12	1	14	-1.9	-1	-6
-0.1	CC(O)(c1cccnc1)c1nc(-c2ccc(F)c(Cl)c2)cs1 (stereo unspecified)	30	3	i	/	-3	3	1.4	3	1
-1.3	Cc1ccc(/C=N/NC(=O)c2ccccn2)s1	19	-18	i	-7	-2	0	-1.0	-3	0

(cont.)
TbMetRS inhib	Compound	SKN-1 inh	SUMO1 PPI mod	Neddyl block	Scp-1 inhibitor	STEP inh	CendR NRP1 mod	LMPTP block	DNMT1 inh	NadD block
-0.7	CC(=O)Nc1ccc(S(=O)(=O)Oc2ccc(/C=N/NC(=O)c3ccc(Cl)cc3)cc2)cc1	5	-5	i	1	-1	-6	1.4	-20	9
-1.1	CC(C)(C)NC(=O)CN(C(=O)C1CSC(=O)C1)c1ccc2c(c1)OCCO2 (stereo unspecified)	9	2	i	-1	-2	-1	-1.6	-3	-7
-0.2	CCN(CC)CCSc1nc2ccccc2n1Cc1ccccc1	4	-3	i	41	1	4	0.5	0	2
-0.5	O=C(O)C1CSC(c2ccc3c(c2)OCO3)N1 (stereo unspecified)	5	0	i	-10	11	-16	2.0	4	18
0.0	CC(SC(C)C(=O)NN=Cc1cccc(F)c1)C(=O)NN=Cc1cccc(F)c1 (stereo unspecified)	-8	2	i	-5	0	14	0.4	7	-2
0.2	Cc1ccc(-c2cn(-c3ccccc3)c(SCC(N)=O)n2)cc1C	16	-1	i	-8	2	1	-1.2	-4	0
0.1	Cn1c(SCC(=O)Nc2cc(C(C)(C)C)nn2-c2ccccc2)nc2ccccc21	3	-1	i	-10	0	-11	-0.1	-3	2
-0.2	S=c1[nH]nc(-c2ccc(Cl)cc2)n1Cc1ccccc1	5	0	i	-1	0	5	0.0	3	29
-0.1	CC(Oc1cc2oc(=O)c3c(c2cc1Cl)CCC3)C(=O)NCc1ccccn1 (stereo unspecified)	11	-4	i	-4	0	11	-1.7	1	9
-0.8	Cc1ccc2nc(N3CCN(C(=O)CCCC(=O)O)CC3)nc(-c3ccccc3)c2c1	8	-1	/	2	1	0	-0.5	1	0
-0.5	CN(C)c1cccc(C(=O)N/N=C/c2ccsc2)c1	11	2	i	-10	-10	9	-1.1	4	3
1.0	C(=C\c1ccccc1)/CN1CCN(C(c2nnnn2C2CCCCC2)C2CC2)CC1 (stereo unspecified)	3	27	i	/	3	11	-0.8	-5	2
-0.5	COc1ccc(C(=O)COC(=O)C2COc3ccccc3O2)cc1F (stereo unspecified)	-16	5	i	-8	-2	-11	-1.5	-4	-12
-0.4	O=C(NC1CCCC1)C1CCCN1S(=O)(=O)c1cccc2cccnc12 (stereo unspecified)	22	-2	i	3	0	7	-3.4	5	-2
-0.7	CN(C)c1ccc2nc3c(=O)[nH]c(=O)nc-3n(CC(O)C(O)C(O)CO)c2c1 (stereo unspecified)	85	-72	i	-11	1	146	18	10	-2
0.8	CN(C)S(=O)(=O)N1CCC(CO)(CCc2ccccc2)CC1	6	-1	i	12	0	3	0.2	3	-7
0.2	Nc1c(C(=O)OCC2CCCO2)c2nc3ccccc3nc2n1C1CCCCC1 (stereo unspecified)	6	7	/	-4	2	-5	2.9	-26	-3
-1.3	O=C(O)CCCCC1CCSS1 (stereo unspecified)	-4	3	i	24	1	-20	15	14	2
-0.4	Cn1c(=O)c(=O)n(C)c2cc(S(=O)(=O)NCCOc3ccccc3Cl)ccc21	-1	1	i	-2	-3	-8	-0.6	1	4
-0.3	CCOc1ccc(N(CC(=O)NCc2cccnc2)S(=O)(=O)c2ccc(F)cc2)cc1	4	3	i	-7	-2	-12	-0.6	-2	-2
-0.4	COc1ccc(C(=O)CN2C(=O)NC(C)(c3ccccc3)C2=O)cc1OC (stereo unspecified)	-4	0	i	-2	-2	13	-1.1	-2	4
-1.2	CCn1cc(CNC(=O)c2c(-c3c(Cl)cccc3Cl)noc2C)c(C)n1	2	-1	i	-2	2	8	-0.1	-5	-2
-0.7	O=S1(=O)CCN2C=C(Cl)C=C(Cl)C2=N1	3	-4	/	0	2	0	0.1	0	0
-0.9	CCCCCn1c(CN2CC(C)OC(C)C2)nc2c1c(=O)n(C)c(=O)n2C (stereo unspecified)	-2	-2	i	2	-4	-7	-0.1	1	0
2.4	Cc1c(C(=O)OCC2CCCO2)[nH]c2c1C(=O)CC(c1ccc(N(C)C)cc1)C2 (stereo unspecified)	2	4	i	0	0	-11	1.2	-7	-2
1.1	Nn1c(SCC(=O)Nc2ccc(F)cc2F)nnc1-c1cccnc1	0	-1	i	-5	-2	-11	-0.7	1	1
-0.2	O=C(NCC1(c2ccccc2)CCCC1)C1(c2ccccc2)CCCC1	10	2	i	-15	8	14	4.5	-1	3
-0.7	C=CC[C@H]1Cc2c(cccc2[N+](=O)[O-])[C@H](CC=C)N1	9	-9	i	-6	-4	15	0.8	-3	3
0.0	Cn1[nH]c(=O)c2ccccc2c1=O	10	2	i	-9	-4	-6	-0.2	0	-2
-0.2	CCC(C)Cn1c(O)cc2nn(-c3nc4ccccc4s3)c(=O)c-2c1C (stereo unspecified)	5	4	i	11	4	-15	52*	52*	81*

The order is random; about 4.6% have a hit in one of these screens.
